Bioassay records as filed in PubChem.
TCR CD3 inh = blocks the human TCR-CD3 interaction; TAMRA-labeled TCR probe fluorescence, biochemical; inhibition, % at 9.4 µM; hit rate 0.37% among 360,000; AID 651800; in the data active = inhibition above about 19%;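 note: recombinant mutant TCR 2C K166C tagged with TAMRA read by polarization; 0% = receptor in buffer alone and 100% = receptor with positive control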
NR1D1 modulator = Rev-erb alpha (human) modulation. P20393. hit rate 0.79% among 370,000. Rev-erbα–FITC-DNA binding, fluorescence polarization, 90 min. AID 1259318. activity, % at 10 µM;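 active = activity above about 14%, limit read from the data; passing the limit was not always enough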;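 note: 0% = DMSO wells with 35 nM protein and 100% = DMSO wells with 750 nM protein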
LEDGF integ inh = blocks HIV-1 LEDGF/p75-dependent DNA integration | inhibition, % at 3.7 µM | TR-FRET IN-LEDGF/p75 DNA integration, Eu/Cy5 | hit rate 0.64% among 370,000 | AID 743269;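 active = inhibition above the screen-wide mean plus 3 SD, cut at about 13% in these data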;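 note: signal is the Cy5 over europium emission ratio at 671 and 618 nm; 0% = plate median of compound wells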
PRMT1 inh = PRMT1 (human) inhibition, primary screen | Q99873 | recombinant PRMT1, activity-based probe fluorescence polarization | inhibition, % at 2.79 µM | hit rate 1.3% among 370,000 | AID 652257;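 active = inhibition above about 21% made by adding two undisclosed values, limit read from the data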
ABHD4 inh = ABHD4 (mouse) inhibition, primary FP screen; hit rate 0.54% among 370,000; Q8VD66; inhibition, % at 8.92 µM; AID 720543; purified mABHD4, FP-Rh probe fluorescence polarization;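 active = inhibition exceeding the mean over every tested compound plus 3 SD, cut at about 30% in these data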;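 note: 0% = plate median of compound wells and 100% = S159A mutant with DMSO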
Target sequence (Q8VD66 whole entry, looked up): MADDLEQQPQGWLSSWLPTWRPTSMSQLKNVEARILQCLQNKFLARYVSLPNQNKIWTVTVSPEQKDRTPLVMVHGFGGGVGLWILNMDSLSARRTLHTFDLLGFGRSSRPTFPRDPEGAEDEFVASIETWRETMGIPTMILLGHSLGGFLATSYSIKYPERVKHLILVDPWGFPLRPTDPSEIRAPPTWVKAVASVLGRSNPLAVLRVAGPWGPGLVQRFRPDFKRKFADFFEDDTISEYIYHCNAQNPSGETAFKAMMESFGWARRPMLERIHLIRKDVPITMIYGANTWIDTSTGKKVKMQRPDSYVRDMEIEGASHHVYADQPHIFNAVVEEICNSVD
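Test system: mABHD4 protein | Buffer or medium: HEPES pH 7.0 buffer, 150 mM NaCl, 0.01% Pluronic F-127 | Probe or stimulus: FP-Rh fluorescent activity-based probe, added after compound pre-incubation | Timing: Pre-incubation 45 min, probe exposure 60 min, at 25 °C | Technique: Fluorescence polarization, excitation 525 nm, emission 598 nm, BODIPY TMR filters | Repeats: Single well per compound (singlicate)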
PG9 binder = PG9 antibody binding by small molecule; TR-FRET gp120-PG9 antibody binding; inhibition, % at 6.7 µM; hit rate 0.43% among 360,000; AID 624416; in the data active = inhibition above about 8.5%
HTRA1 inhibitor = blocks human HTRA1 serine peptidase; recombinant HTRA1, FP-rhodamine activity-based probe, fluorescence polarization; inhibition, % at 5.96 µM; hit rate 0.5% among 340,000; AID 504803; in the data active = inhibition above about 36%;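 note: 0% = enzyme with DMSO and 100% = wells lacking enzyme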
MBD2 DNA inh = blocks human MBD2 binding to methylated DNA. TR-FRET, MBD2 binding to methylated oligonucleotide. hit rate 0.31% among 370,000. inhibition, % at 4.4 µM; in the data active = inhibition above about 13%
Target sequence (Q9UBB5 whole entry, looked up): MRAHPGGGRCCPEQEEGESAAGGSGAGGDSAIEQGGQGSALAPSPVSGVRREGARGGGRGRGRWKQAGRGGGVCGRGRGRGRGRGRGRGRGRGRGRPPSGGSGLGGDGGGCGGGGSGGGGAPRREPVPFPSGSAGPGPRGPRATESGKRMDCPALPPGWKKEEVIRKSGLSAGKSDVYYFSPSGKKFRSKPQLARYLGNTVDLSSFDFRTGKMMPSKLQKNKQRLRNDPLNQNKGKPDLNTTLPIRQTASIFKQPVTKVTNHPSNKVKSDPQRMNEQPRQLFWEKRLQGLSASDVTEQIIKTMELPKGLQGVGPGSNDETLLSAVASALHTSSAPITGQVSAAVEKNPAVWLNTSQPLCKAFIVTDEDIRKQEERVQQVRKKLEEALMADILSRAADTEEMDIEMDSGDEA
rCAG binder = molecules binding r(CAG) RNA repeats. r(CAG) RNA repeat, TO-PRO-1 dye displacement fluorescence. inhibition, % at 3 µM. hit rate 1.3% among 370,000;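 active = inhibition above the plate cutoff, the mean of all test compounds on that plate plus 3 SD, cut at about 35% in these data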;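 note: 0% = DMSO alone and 100% = 100 µM mitoxantrone as full dye displacement; higher means more dye released from RNA so lower well fluorescence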
UHRF1 binding = human UHRF1 methylated DNA binding inhibitors; Q96T88; UHRF1 binding to methylated oligo, TR-FRET; inhibition, % at 4.4 µM; hit rate 0.75% among 370,000; in the data active = inhibition above about 21%;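 note: UHRF1 SRA domain binding a hemimethylated CpG hairpin DNA probe; 0% = median of test compound wells and 100% = reference inhibitor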
Active calls of the source: *; . = not tested or not shown. This is a subset; count on the stated rates, not on these rows.

SMILES	TCR CD3 inh	NR1D1 modulator	LEDGF integ inh	PRMT1 inh	ABHD4 inh	PG9 binder	HTRA1 inhibitor	MBD2 DNA inh	rCAG binder	UHRF1 binding
CN(C)CCCNC(=O)/C(=N\O)c1ccccc1	1	1	0	0	2	2.0	-6	4	-1	2
CO/N=C/C(=N\Nc1ccccc1)C(=O)c1ccccc1	3	-2	-1	-2	-9	-0.7	-25	-3	-1	-3
CC[C@]12c3[nH]c4cc(-c5ccco5)ccc4c3CCN1C(=O)[C@@H](CC(=O)NCCc1ccccn1)C[C@@H]2C(=O)N1CCN(C(=O)C2CC2)CC1	0	-9	-1	5	7	1.1	-2	1	6	14
CCCCNC(=O)C1(C)CCCCN1C(=O)c1ccc(OC)c(C(F)(F)F)c1 (configuration not stated)	0	1	-1	2	4	0.7	.	-3	-2	0
CSc1nc2c(c(=O)[nH]1)C(c1cccs1)C1=C(CCCC1=O)N2 (configuration not stated)	3	3	2	-2	-4	-1.7	-4	3	1	0
CC1(C)Cc2ccccc2-c2nnc(-c3ccc4ccccc4n3)n21	-1	0	-5	-1	-4	-0.5	-3	-4	-3	0
O=C(Nc1cc(N2CCOCC2)ncn1)c1ccc(F)cc1	8	-5	1	-1	8	1.0	1	2	-6	1
CCOC(=O)N1CCN(S(=O)(=O)c2ccc(F)c(C(=O)Nc3cccc(C)c3C)c2)CC1	-1	-1	-3	-1	-16	1.5	2	8	-2	6
Cc1ccccc1NC(=O)COc1coc(CN2CCN(Cc3ccccc3)CC2)cc1=O	1	9	5	-5	0	2.0	-3	-4	-4	-1
COc1ccccc1NC(=O)c1ccc(C)c(S(=O)(=O)N2CCCCC2)c1	1	-1	8	0	-14	-0.8	-11	3	3	2
Cc1ccc2c(C)c(C(=O)Nc3c(C)n(C)n(-c4ccccc4)c3=O)oc2c1C	-2	2	-2	1	-20	2.1	-3	5	0	1
CCNC(=O)COC(=O)c1csc2c1CCCC2	-1	-6	-4	-3	6	-0.6	-8	-2	2	-2
Cc1ccc(NC(=O)[C@@H]2CCCN2S(=O)(=O)c2cccc3cccnc23)c(C)c1	.	-6	3	0	0	.	.	-3	.	1
O=C(NCc1ccc(F)c(F)c1)C1CCC(CNS(=O)(=O)c2cccc3cccnc23)CC1 (configuration not stated)	.	-2	-4	7	-9	.	.	2	4	1
COc1ccc(CN2CCCC(C(=O)c3cccc(OC(C)C)c3)C2)cc1Cn1cccn1 (configuration not stated)	-5	-3	-3	5	4	-0.7	-11	1	-9	1
Cc1c(NC(=O)c2cccs2)cccc1C(=O)O	9	1	-3	2	5	1.9	-2	-5	-1	1
CC(=O)c1c(O)c(C)c(-c2ccccc2)n(-c2ccccc2)c1=O	1	1	-4	0	2	-2.0	0	-1	-2	-1
COc1ccc(NC(=S)c2ccncc2)cc1	-7	-2	4	-3	-1	-1.1	-2	-4	3	2
COc1ccc(C(=O)NC(=O)Nc2ncccc2C)cc1	-3	-1	0	2	0	0.9	-1	3	-3	-1
O=C1c2ccccc2C(=O)N1Cc1cnc(N2CCN(c3ccccc3)CC2)s1	3	-3	4	-3	0	-0.1	2	-1	-3	-1
COCCn1c(C)cc(C(=O)CSc2nnc(C)s2)c1C	0	-4	3	-2	-5	-2.5	-4	1	4	7
COc1cccc(N2CCN(C(=S)Nc3ccccc3)CC2)c1	-10	-1	-4	-3	0	0.4	-5	1	-3	0
CN1CCN(c2ncnc3c2c(-c2ccccc2)cn3-c2ccc(F)cc2)CC1	1	-3	-2	-1	1	0.5	-4	0	-10	-1
O=C(c1cccs1)N1CCN(Cc2cn[nH]c2-c2ccc(F)cc2F)CC1	3	3	6	-2	-2	-1.0	5	2	-3	4
O=C1C=C(Nc2cccc(Cl)c2)CC(c2ccco2)C1 (configuration not stated)	-2	7	-1	-1	0	-2.9	1	-1	2	-1
Cc1ccc(S(=O)(=O)NCCCNS(=O)(=O)c2ccccc2[N+](=O)[O-])cc1	1	1	3	-2	-8	0.2	-3	1	6	-2
O=C(NCc1ccc2c(c1)OCO2)c1cc([N+](=O)[O-])ccc1N1CCCCC1	3	-7	-1	-1	1	0.2	-4	0	-4	-4
COC(=O)C1=C(N)Oc2cc(C)n(Cc3cccnc3)c(=O)c2C1c1ccc(OC)c(OC)c1OC (configuration not stated)	-6	-1	5	2	-4	-0.8	1	3	-1	1
CCN1C(=O)/C(=C2/Sc3ccccc3N2CC)S/C1=N\c1ncn[nH]1	4	19*	0	-3	27	1.2	17	4	11	-3
Cc1c(Cl)cccc1NC(=O)NCc1ccncc1	4	4	3	1	-4	-2.6	6	4	1	-2
COc1ccc(CN2CCNC(=O)C2CC(=O)NCC(C)(C)N2CCOCC2)cc1C (configuration not stated)	5	-1	3	2	4	0.9	7	-4	0	0
Cc1cc(=O)c2c(O)c(O)ccc2o1	4	-5	14*	23*	23	-5.5	18	0	8	11
Cc1ccc(/C=N/n2c(-c3ccccn3)n[nH]c2=S)o1	6	3	3	3	7	-1.1	4	-4	1	1
CN(C/C=C/c1ccccc1[N+](=O)[O-])Cc1ccccc1	-2	-6	-5	1	8	-0.4	-5	-1	0	1
OCCC1CN(Cc2cccn2-c2cccnc2)CCN1Cc1ccc(F)cc1 (configuration not stated)	5	3	1	3	2	-2.7	3	-5	-6	-1
O=C(CNC(=S)N(CCCN1CCOCC1)Cc1cccs1)NCc1ccccc1Cl	0	-2	-2	-3	6	0.7	2	2	-9	1
O=C(N/N=C/c1c(O)n(Cc2ccccc2)c(=O)c2ccccc12)c1cccnc1	3	6	-2	-3	62*	-3.0	23	3	69*	-1
COC(=O)[C@]12CCCCC=C1N(CCc1ccc(OC)c(OC)c1)C(=O)[C@H](CC(=O)N1CCCC1)C2	11	1	-3	-4	-1	-2.1	.	1	-1	-1
OC(c1ccccc1)(c1ccccc1)C1CCN(CCCOc2cccc(C(F)(F)F)c2)CC1	-6	0	1	-3	10	-3.4	.	4	1	7
c1ccc2c(c1)oc1c(-c3cccc4nccn34)cccc12	-3	1	1	-1	-6	-1.1	.	4	2	-2
CC(=O)N1CCOc2ccc(S(=O)(=O)NC[C@H]3O[C@@H](n4ccc(=O)[nH]c4=O)[C@H](O)[C@@H]3O)cc21	1	-5	2	0	0	-0.6	9	3	2	-1
CS(=O)(=O)N(CC(=O)NCc1ccc2c(c1)OCO2)C1CCCCC1	-1	-4	-4	1	1	-1.2	3	0	-3	3
CCOC(=O)N1CCN(C(=O)CSc2nc(=O)n3cc(C)ccc3n2)CC1	5	1	2	-2	1	0.1	-8	1	-1	-4
COc1cc(-c2nnc(CSc3nnc(N)s3)o2)cc(OC)c1OC	5	-1	2	-3	1	0.4	3	-5	-1	-5
CN1CCN(S(=O)(=O)c2ccc3c(c2)OCCO3)CC1	-4	5	-2	2	-6	-1.2	4	3	1	-1
CC1Cc2ccccc2N1C(=O)COC(=O)c1ccc(N(C)C)cc1 (configuration not stated)	-3	6	4	-5	-7	12*	0	-1	1	1
N/C(=N\OC(=O)c1ccc2c(c1)OCO2)c1ccc(Cl)cc1	-4	-3	4	1	7	-3.5	4	-5	3	3
COC(=O)C1=C(C)N(CCC2=CCCCC2)C(=O)C1	-7	0	1	2	4	-1.8	-2	4	0	1
CC1CN(C(c2cccs2)c2sc3ncnn3c2O)CC(C)O1 (configuration not stated)	-9	3	-7	8	-5	-1.3	-1	8	0	3
CCC12CCC3c4ccc(O)cc4CCC3C1CC(O)C2O (configuration not stated)	-2	1	-4	1	4	0.0	0	4	0	10
COc1cc(/C=C2\SC(=O)N(c3cccc(Cl)c3)C2=O)cc([N+](=O)[O-])c1O	7	-2	-1	6	37*	-3.3	13	-5	37*	-2
CCOc1ccccc1-n1c(=S)sc2c(=O)n(-c3ccc(C)cc3)c(=S)[nH]c21	0	3	4	73*	8	-0.8	-2	-1	9	0
CN(Cc1ccon1)C(=O)CC1C(=O)NCCN1CC(C)(C)C (configuration not stated)	-1	-4	-2	3	6	-0.4	-1	-4	-3	-1
COc1ccc(CN2CCN(Cc3ccc4ccccc4c3)CC2)cc1OC	-2	2	6	-1	12	1.9	2	2	-4	-1
COCCCNc1c2c(nc3nnnn13)CCCC2	10	-3	3	-1	2	-3.0	-1	-3	-3	13
CCCN1CCN(CC(=O)Nc2nnc(C)s2)CC1	3	2	-1	-1	7	3.0	6	-6	1	-1
Cc1ccc(OCCNC(=O)Cc2ccc(F)cc2)cc1	-2	3	-3	3	6	1.7	3	5	-4	0
CCC(=O)Nc1cccc(Br)c1	-6	0	0	-4	3	0.9	4	-1	-1	-2
Cc1cc(Oc2nc3c(C)cccn3c(=O)c2/C=C(\C#N)S(=O)(=O)c2ccc(Cl)cc2)ccc1Cl	8	4	-3	-2	4	0.0	-2	-6	2	-3
